High-throughput results from PubChem.
14-3-3g Raf: modulators of 14-3-3 gamma protein binding, primary screen, biochemical, fluorescence polarization; 14-3-3 protein gamma (Homo sapiens), P61981; FP, 14-3-3gamma / TMR-pS259-Raf peptide binding; inhibition, % at 40 µM; 160,000 tested, 0.19% active; in the data active = inhibition above about 30%;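 also: 0% = protein plus tracer without compound and 100% = blank with tracer alone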
Target sequence (P61981 whole entry, looked up): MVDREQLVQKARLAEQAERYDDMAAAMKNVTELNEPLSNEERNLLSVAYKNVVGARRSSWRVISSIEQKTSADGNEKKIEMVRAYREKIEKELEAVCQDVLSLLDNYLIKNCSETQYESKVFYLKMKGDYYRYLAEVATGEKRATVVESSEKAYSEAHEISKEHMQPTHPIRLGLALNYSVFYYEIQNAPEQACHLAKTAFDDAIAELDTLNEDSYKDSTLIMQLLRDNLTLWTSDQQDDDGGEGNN
The depositor's hits bear a star; & = joins results of further samples.

compound | 14-3-3g Raf
CCOc1ccc(N=c2scc(-c3ccc(S(=O)(=O)N4CCOCC4)cc3)n2CCO)cc1 | -1
CC12COC3(C(=O)Nc4ccc([N+](=O)[O-])cc4)CC1CCC32C (stereo unspecified) | 5
COC(=O)c1c(N)n(-c2ccc(NC(C)=O)cc2)c2nc3ccccc3nc12 | -23
CCC(=O)N1c2ccccc2-c2nnc(SC)nc2OC1c1ccc(Cl)cc1 (stereo unspecified) | -6
Cc1nnc(SCCn2c(Br)nc3c2c(=O)[nH]c(=O)n3C)s1 | -6
O=C(O)Cc1n[nH]c(=O)[nH]c1=O | -19
Ic1ccc(Nc2ncnc3c2cnn3-c2ccccc2)cc1 | -2
COc1ccc2c(-c3cccnc3)cc(=O)[nH]c2c1 | -8
COc1ccc(OC)c(C2C(C#N)=C(N)Oc3cc(C)[nH]c(=O)c32)c1 (stereo unspecified) | -8
Cc1c(NC2=C(C(=O)c3ccccc3)NS(=O)(=O)c3ccccc32)c(=O)n(-c2ccccc2)n1C | -32

(continued)
compound | 14-3-3g Raf
Cc1ccc2[nH]c3c(c2c1)CCC3=O | -5&-9
Cc1ccc([N+](=O)[O-])cc1NC(=O)COc1cccc(Cl)c1 | 24
CN(CCO)C(=O)CCC(=O)Nc1ccc(S(N)(=O)=O)cc1 | -3
O=C(c1ccccc1F)N1CCN(c2ccccc2)CC1 | 0
CCC(=O)c1ccc(OCC(O)CN2CCOCC2)cc1 (stereo unspecified) | -4
CCC1(C)CC(CC#N)(c2ccccc2OC)CCO1 (stereo unspecified) | -5
COC(=O)c1cc(-c2cc(C(=O)OC)c3ccccc3n2)nc2ccccc12 | 2
O=C(O)CNC(=O)c1ccco1 | 4
O=C(c1ccc(Sc2ccccc2Cl)c([N+](=O)[O-])c1)N1CCCC1 | 1
Cc1c(C(=O)Nc2ccccc2Br)oc2ccc(S(=O)(=O)N3CCCC3)cc12 | -3

(listing goes on)
compound | 14-3-3g Raf
COc1cc(C(=O)Nc2ccc(NC(=O)c3cccc(C)c3)cc2)cc(OC)c1OC | -8
O=C(Cn1ncc2c(=O)oc3ccccc3c21)Nc1ccccn1 | -3
CC1(C)Cc2nc3sc4c(=O)n(Cc5ccccc5)cnc4c3cc2CO1 | -5
CCC(=O)Nc1cccc(-c2nc3ncccc3o2)c1 | -29
CCCn1c(CCc2ccccc2)nnc1SCC(=O)N1CCOCC1 | -16
CC[n+]1c(C=C2Sc3cc(NC(C)=O)ccc3N2C)ccc2ccccc21 | -183
CC(=O)N1CCc2cc(S(=O)(=O)NC(CC(C)C)C(=O)Nc3ccc(C)cc3)ccc21 (stereo unspecified) | 5
Cc1cc(C)n2c(SCC#N)nnc2n1 | 1
CCOC(=O)c1[nH]c2ccccc2c1NC(=O)C(C)(C)C | -5
O=C(O)c1ccc(NC(CC(=O)c2ccccc2)c2ccccc2)cc1 (stereo unspecified) | -1

Continuation.
compound | 14-3-3g Raf
Cc1cccc(C)c1OC(=O)C(C)N1C(=O)c2ccccc2C1=O (stereo unspecified) | -10
CN(C)CCN(Cc1ccccc1)c1ccc(N2C(=O)C3C4C=CC(C4)C3C2=O)cc1[N+](=O)[O-] (stereo unspecified) | 3
CCc1nnc(NC(=O)CSc2nnc(-c3cc4ccccc4cc3O)n2CC)s1 | 0
Cc1ccccc1-n1nc2c(c1NC(=O)c1ccc(S(=O)(=O)N3CCCCC3)cc1)CSC2 | 10
Cc1ccc(OCc2nnc(SCc3cc(=O)[nH]c4ccccc34)o2)cc1 | 6
CSc1c(C(=O)Nc2ccc(C)cc2)ccc2c1C(=O)c1ccccc1C2=O | -8
COc1cc(C(=O)N(Cc2cc3cc(C)ccc3[nH]c2=O)CC2CCCO2)cc(OC)c1OC (stereo unspecified) | 0
COC(=O)c1ccc(C(=O)OC)c(NS(=O)(=O)c2ccccc2[N+](=O)[O-])c1 | -8
CC1(C)CC(CCNCc2ccc(F)cc2)(Cc2ccccc2)CCO1 (stereo unspecified) | 0
O=S(=O)(c1ccc(-c2nnc(SCc3ccccc3)o2)cc1)N1CCCC1 | 2

(list continues)
compound | 14-3-3g Raf
COCCN(Cc1cc2ccccc2[nH]c1=O)C(=O)c1ccccc1OC | 4
CCOC(=O)c1c(C)n(-c2ccccc2)c2c1cc(OC(=O)c1ccc(S(=O)(=O)N3CCOCC3)cc1)c1ccccc12 | 19
CCn1c(CNC(=O)COC)nc2ccccc21 | 0&-11
CCOc1cc2c(cc1OCC)C1C(C(=O)Nc3cccc(CC)c3)c3ccccc3C(=O)N1CC2 (stereo unspecified) | 4
Cc1cc(C)c(C(N)=O)c(Nc2ccc3c(c2)OCCO3)n1 | 1
Cc1cc([N+](=O)[O-])ccc1NC(=O)C(c1ccccc1)c1ccccc1 | -3
Cc1cc(N)nc(SC(C)CN(C)C)n1 (stereo unspecified) | -5
Cc1ccc(Cl)cc1NC(=O)c1ccncc1 | 3
COc1ccc(C(C(=O)NC2CCCC2)N2CCC(Cc3ccccc3)CC2)cc1 (stereo unspecified) | -31
CC1(C)CC(=O)C2=C(C1)N(Cc1ccco1)C(=O)C2(NC(=O)c1cccnc1)C(F)(F)F (stereo unspecified) | -3

Pulled by compound from the list above (2):
compound | 14-3-3g Raf
O=S(=O)(c1ccc(-c2nnc(SCc3ccccc3)o2)cc1)N1CCCC1 | 2
CCC1(C)CC(CC#N)(c2ccccc2OC)CCO1 (stereo unspecified) | -5

More entries.
compound | 14-3-3g Raf
O=S(=O)(c1ccc2[nH]c3nc(SCc4ccccc4Cl)nnc3c2c1)N1CCOCC1 | 8
CSc1ccc(C2SCC(=O)N2c2ccc(C)c(F)c2)cc1 (stereo unspecified) | 4
CCOC(=O)C1C(=O)OC2(CCCC2)C1C(=O)OCC (stereo unspecified) | 4
COc1ccc(OC(C)C(=O)Nc2cc(C)ccc2C)cc1 (stereo unspecified) | -5
COc1ccc(NC(=O)CCc2nc(-c3ccc(C)cc3)no2)cc1Cl | -2
CCN1C(=S)NC2CC1(C)Oc1ccc(Cl)cc12 (stereo unspecified) | 18
COc1ccc2[nH]c3nc(SCc4nnc(-c5ccc(C)cc5)o4)nnc3c2c1 | -7
CCOC(=O)/C(C#N)=C1/C=CN(C)C(C)=N1 | -1
Cn1c(N)c(C(=O)COC(=O)C2(c3cccc(F)c3)CCCC2)c(=O)n(C)c1=O | -14
CCOC(=O)C(C)Sc1nc2c([nH]c3ccccc32)c(=O)n1-c1ccc(Cl)cc1 (stereo unspecified) | -5

Further compounds:
compound | 14-3-3g Raf
CCOC(=O)c1c(C)oc2ccc(NS(=O)(=O)c3ccc4ccccc4c3)cc12 | 4
COCCOC(=O)C1=C(C)NC2=C(C(=O)CC(C)(C)C2)C1c1cccnc1 (stereo unspecified) | -4&7
CC1=CC(C)C2(CO)COC(c3ccccc3O)C1C2C (stereo unspecified) | 3
CC(C)(C)C(=O)Oc1cc(N)n(S(=O)(=O)c2ccc(Cl)cc2)n1 | -2
Cc1noc(C)c1C(=O)OCC(=O)c1ccc[nH]1 | -5
COc1ccccc1NC(=O)c1ccc(S(=O)(=O)c2ccccc2Cl)c([N+](=O)[O-])c1 | -5
CCCOc1ccc(-c2csc(NC(=O)c3ccc([N+](=O)[O-])s3)n2)cc1 | 6
CC1(C)CC(=O)c2sc(Nc3ccccc3Cl)nc2C1 | 1
COc1ccc(N2CCN(C(=O)CSc3nnc(-c4cc5ccccc5cc4O)n3C)CC2)cc1 | -7
O=C(Nc1nc2ccc(Br)cc2s1)c1c(O)c2c([nH]c1=O)CCCC2 | 1

Following part.
compound | 14-3-3g Raf
O=S(=O)(c1ccc(Oc2ccc(Br)cc2F)nc1)N1CCCCC1 | -2
Cn1c(O)c(C=NC(CC(N)=O)C(=O)O)c(=O)n(C)c1=O (stereo unspecified) | 4
CC(O)CNc1nc2c(c(=O)n(Cc3ccccc3)c(=O)n2C)n1C (stereo unspecified) | 1
Cc1ccc(-c2nnc(N3CCN(C(=O)c4ccco4)CC3)c3ccccc23)cc1 | -15
Cc1c(Cl)cccc1-n1ccnc1SCC(=O)O | -1
O=C(Nc1cccc(Cl)c1N1CCCCC1)c1ccc2c(c1)OCCO2 | -4
CCOC(=O)c1cnc2ccc(OCC)cc2c1Nc1ccc(C)c(C)c1 | 3
COc1cc2[nH]c(=O)n(CCCC(=O)N3CCN(c4ccc([N+](=O)[O-])cc4)CC3)c(=O)c2cc1OC | 3
CNC(=O)C1=C(C)NC(=S)NC1c1ccc(OCC(C)C)c(OC)c1 (stereo unspecified) | -10
COc1ccc(-c2nnc(SCC#N)o2)cc1 | 2

Further structures follow.
compound | 14-3-3g Raf
O=S(=O)(c1ccc(Cl)c(-c2nnc(-c3ccc(Br)cc3)o2)c1)N1CCOCC1 | -2
COc1cccc(C=Nc2ccc3oc(-c4ccc(C)c(C)c4)nc3c2)c1O | -12
O=[N+]([O-])c1ccc(C2Nc3cccc4cccc(c34)N2)cc1 | -7
COc1ccc(NC(=O)CSc2nc3ccccc3c(=O)n2CCC(=O)N2CCCCC2)cc1 | -8
Cc1ccc(N2C(N)=NC(N)=NC23CCCC3)c(C)c1 | -3&-7
CC1(C)CC(=O)C2=C(C1)Nc1ccccc1NC2c1cccc(F)c1 (stereo unspecified) | 3
CCc1nnc(NC(=O)C2CCN(c3nccc(C)n3)CC2)s1 | 0
CC(=O)N1CCc2cc(S(=O)(=O)N3CCN(C)CC3)ccc21 | -7
COC(=O)c1c(NC(=O)CSc2nnc(Cn3nnc4ccccc43)n2C)sc(C)c1C | 6
Cc1cccc(-n2c(N)c(C(=O)NCCN3CCOCC3)c3nc4ccccc4nc32)c1 | -7

Reprinted from the part before: six compounds; new compounds follow.
compound | 14-3-3g Raf
Cc1ccc(N2C(N)=NC(N)=NC23CCCC3)c(C)c1 | -3&-7
CC1(C)CC(=O)C2=C(C1)Nc1ccccc1NC2c1cccc(F)c1 (stereo unspecified) | 3
CCc1nnc(NC(=O)C2CCN(c3nccc(C)n3)CC2)s1 | 0
CC(=O)N1CCc2cc(S(=O)(=O)N3CCN(C)CC3)ccc21 | -7
COC(=O)c1c(NC(=O)CSc2nnc(Cn3nnc4ccccc43)n2C)sc(C)c1C | 6
Cc1cccc(-n2c(N)c(C(=O)NCCN3CCOCC3)c3nc4ccccc4nc32)c1 | -7
COc1cc2c(cc1OC)C(COc1cc(C)cc(C)c1)N(C(=O)C(C)C)CC2 (stereo unspecified) | -29
COc1ccc(-c2nc(-c3ccc(OC)c(C)c3OC)[nH]c2-c2ccc(OC)cc2)cc1 | -7
N#Cc1c2n(c3c(=O)n(Cc4ccccc4Cl)cnc13)CCCC2 | -5
O=S(=O)(c1cccc2cccnc12)N1CCN(Cc2ccc3c(c2)OCO3)CC1 | 1
O=C(Nc1ccc(Br)cc1)c1ccc(Oc2ccc([N+](=O)[O-])cc2)cc1 | 0
CC(C)N1C(=O)C(O)(CC(=O)c2ccccc2O)c2ccccc21 (stereo unspecified) | -6
CCOC(=O)c1[nH]c2ccc([N+](=O)[O-])cc2c1-c1ccccc1 | -10
Cc1ccc(S(=O)(=O)N2CCN(C(=O)CN3CCOCC3)C2C(C)C)cc1 (stereo unspecified) | -1
O=C(COc1ccc2ccccc2c1)Nc1cccc([N+](=O)[O-])c1 | -12
CC(=O)Nc1cccc(OCC(O)Cn2cnc3ccccc32)c1 (stereo unspecified) | -8

Continuation:
compound | 14-3-3g Raf
COc1ccc2cc3cc(C(=O)N(C)c4ccc(Cl)cc4)sc3nc2c1 | 3
CN1C(=O)NC(c2cccc(C(F)(F)F)c2)C(C(=O)c2cccs2)C1(O)C(F)(F)F (stereo unspecified) | -4
O=C1c2cccc3cccc(c23)N1CN1CCN(c2ccccn2)CC1 | -8
CCOc1ccc(NS(=O)(=O)c2ccc3c(c2)CCN3C(=O)CCC(=O)O)cc1 | 2
COC(=O)C1=C(C)N(C)C(=S)NC1c1ccc(Br)cc1 (stereo unspecified) | -16
CCCCn1c(SCC(=O)NC(C)(C)C)nnc1-c1ccco1 | -10
CC(=O)Nc1cc(C(=O)N2CCCC2)ccc1Sc1ccc(C)cc1 | 1
O=C(CN(c1cccc([N+](=O)[O-])c1)S(=O)(=O)c1ccccc1)NCc1ccccc1 | -3
CC(=O)C1=NN(c2ccccc2C)C2C(=O)N(c3ccccc3Cl)C(=O)C12 (stereo unspecified) | 2
Cc1ccc(CNC(=O)CC(NS(=O)(=O)c2ccc(Cl)cc2)c2ccco2)cc1 (stereo unspecified) | -7

The list goes on:
compound | 14-3-3g Raf
COc1ccc(CNC(=O)C2CCC(=O)N2C(C)C)cc1 (stereo unspecified) | -1
Cc1ccc(NC(=O)COc2ccc(C(C)C)cc2)c(C)c1 | -9
N#Cc1nc(COc2cccc(Cl)c2)oc1N1CCN(c2ccccc2)CC1 | -5
COC(=O)c1[nH]c2ccc(F)cc2c1NS(=O)(=O)c1ccc(OC)cc1OC | -6
C=CCN1C(=O)c2ccccc2C1C(=O)NC1CCCCC1 (stereo unspecified) | -2
O=C(C1CCC(CNS(=O)(=O)c2ccc(Br)s2)CC1)N1CCN(Cc2ccccc2)CC1 (stereo unspecified) | -7
Cc1cccc(-n2nc3c(c2NC(=O)c2ccc(F)cc2)CS(=O)(=O)C3)c1C | 6
CCSCCOC(=O)C1=C(C)NC2=C(C(=O)CC(c3cccs3)C2)C1c1ccc(C(F)(F)F)cc1 (stereo unspecified) | -10
COC(=O)C1=C(C)N(C)C(=S)NC1c1ccc(O)cc1 (stereo unspecified) | -3
COc1ccc(S(=O)(=O)Nc2ccc(-c3csc(-c4ccccc4)n3)cc2)cc1 | -17
CCN(CC)S(=O)(=O)c1ccc(C(=O)Nc2nc3c(C)cccc3s2)cc1 | -3
COc1ccc(NC(=O)c2nn3c(C(F)(F)F)cc(-c4ccccc4)nc3c2Cl)c(OC)c1 | 1
COCCOC(=O)C1=C(C)NC2=C(C(=O)CCC2)C1c1cc(OC)ccc1OC (stereo unspecified) | -13

An excerpt; count on the stated rates, not on these rows.
